Compound activity as filed in PubChem.
TSHR antagonist – human thyrotropin receptor antagonism; P16473; TSHR-expressing cells, TSH-stimulated cAMP HTRF, 2 h; active compounds read low; activity change, negative = inhibition, % at 11.5 µM; actives 0.2% (n = 330,000);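 active means activity change below a set negative limit, meaning inhibition stronger than a set level, cut at about -70% in these data; inconclusive means activity change between two set negative limits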; further: on the % scale 0 is the no-effect control and ±100 the full control effect
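Freshly harvested TSHR cells receive pin-tooled compound, then EC80 TSH at 4nM final. After 2 hours at 37 deg C, antibody in lysis buffer and cAMP-d2 are added; 30 minutes at ambient temperature precede the HTRF read.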
uPA surface inh – blocks generation of uPA at the cell surface. Potency, µM (highest dose often 38.3 µM), for the others: at the highest dose activity change, negative = inhibition, usual class: inhibitors. actives 0.31% (n = 330,000). AID 540303. cell surface uPA generation assay, qHTS; active means well fitted inhibition curve with a large enough effect; inconclusive means small, poorly fitted or top-dose-only effect; inactive means no such curve, though single readings can be large or run the other way; tested in mouse RAW 264.7 cells; further: potency means the concentration at half of the fitted maximal effect; on the % scale 0 is the no-effect control and ±100 the full control effect; nearly all actives have a fitted effect of over 55% in size
Mito fusion yeast – mitochondrial division inhibition or fusion activation | S. cerevisiae fusion-defective mutant growth rescue, CellTiterGlo 48 h | actives 0.23% (n = 320,000) | Potency, µM (series often up to 46.1 µM), for inactives: top-dose growth rescue (activation), hits mostly activators;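 further: potency means the concentration at half of the fitted maximal effect; % of control where 0% means no effect; nearly all actives have a fitted effect of over 45% in size; temperature-sensitive fusion mutants such as fzo1-1 at 37 °C on non-fermentable ethanol glycerol medium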
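Compounds are tested for their ability to restore growth of mitochondrial fusion-defective yeast strains at non-permissive 37C in YPEG medium over 48 hours. Viability is quantified by luciferase luminescence.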
TSG101-PTAP inh – blocks PTAP/TSG101 interaction to inhibit HIV-1 budding; Fluorescence polarization, FITC-PTAP peptide / Tsg101 binding; Potency, µM (top dose mostly 115 µM), inactives show top-dose activity change, negative = inhibition, usual class: inhibitors; 340,000 tested, under 10 active; Q99816; active means well fitted inhibition curve with a large enough effect in the main read-out, with a control signal flat, not every such curve was filed as active; inconclusive means small, poorly fitted or top-dose-only effect, or effect the other way, or a change in a side signal; inactive means no such curve, though single readings can be large or run the other way; further: potency means the concentration at half of the fitted maximal effect; % of control where 0% means no effect
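Fluorescence polarization binding of Tsg101 binding domain (10 uM final) to FITC-labeled PTAP peptide (50 nM final) in HEPES pH 7.5 buffer with NaCl, Tween 20, EDTA, TCEP. Compounds added before peptide; binding 20 min at RT.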
TCR act – activators of T cell receptors. 330,000 tested, under 10 active. primary human leukocytes, anti-CD3, IL-2 HTRF, 48 h. AID 504894. Potency, µM (highest dose often 9.22 µM), for inactives: top-dose activation of IL-2 secretion, usual class: activators; further: % of control where 0% means no effect
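HTRF read-out of IL-2 secretion: europium cryptate donor excited at 320nm, d2 acceptor emission at 665nm. Cells were primary human leukocytes incubated 48 hr with compounds and a-CD3 beads, supplying TCR signal only.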
Chronic BCR inh – inhibitors of chronic active B-cell receptor signaling; ABC-DLBCL IkBa-CBG/CBR reporter, luminescence ratio, 4 h; Potency, µM (top dose mostly 46.1 µM), inactives show top-dose ratio change, negative = lower green/red ratio, most hits filed as inhibitors; actives 0.05% (n = 340,000); active means well fitted inhibition curve with a large enough effect in the signal ratio, with a control signal flat, not every such curve was filed as active; inconclusive means small, poorly fitted or top-dose-only effect, or effect the other way, or a change in a side signal; the % refers to the signal ratio;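 further: potency means the concentration at half of the fitted maximal effect; plate controls were basal doxycycline-induced cells for no effect and cells given 10 µM MG132 for full effect; MG132 reads +100%, hits lower the ratio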
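Compounds up to 46 uM were incubated four hours with TMD8 cells whose green CBG68 luciferase is fused to IkappaBalpha; red CBR luminescence normalised the signal, and concentration-effect curves were fitted to fusion, red and ratio data.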
B2AR arrestin – beta2AR (human) beta-arrestin recruitment activity; P07550; beta-arrestin recruitment to beta2AR, cell-based reporter; Potency, µM (doses to about 46.1 µM), for the others: at the highest dose activation, most hits filed as activators; actives 0.02% (n = 330,000); AID 492947;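 further: potency means the concentration at half of the fitted maximal effect; 0% = DMSO controls and full agonism = EC100 isoproterenol or metaproterenol; nearly all actives have a fitted effect of over 65% in size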
Target sequence (P07550 whole entry, looked up): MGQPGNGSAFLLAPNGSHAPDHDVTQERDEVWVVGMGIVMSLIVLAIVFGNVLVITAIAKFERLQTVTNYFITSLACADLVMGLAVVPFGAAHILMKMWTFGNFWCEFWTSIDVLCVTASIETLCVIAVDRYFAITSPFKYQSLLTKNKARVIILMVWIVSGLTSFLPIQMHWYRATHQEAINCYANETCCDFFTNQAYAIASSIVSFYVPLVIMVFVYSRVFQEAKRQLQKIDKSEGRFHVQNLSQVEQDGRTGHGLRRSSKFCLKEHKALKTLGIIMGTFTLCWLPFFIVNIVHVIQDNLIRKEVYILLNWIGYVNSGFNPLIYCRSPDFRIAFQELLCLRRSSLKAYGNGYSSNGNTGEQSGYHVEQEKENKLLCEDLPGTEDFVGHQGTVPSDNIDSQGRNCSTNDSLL
ELG1 repair inh – inhibitors of ELG1-dependent DNA repair in HEK293T cells; Potency, µM (titrated, usually from 46.1 µM), inactives show top-dose activity change, negative = inhibition, usual class: inhibitors; HEK293T ELG1-luciferase reporter, luminescence, 16 h; DNA damage induced by 5-fluorouridine; actives 2.3% (n = 330,000); further: potency means the concentration at half of the fitted maximal effect; on the % scale 0 is the no-effect control and ±100 the full control effect; nearly all actives have a fitted effect of over 55% in size
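Overnight (16 hr) co-exposure of 2,000 cells/well to 5-fluorouridine and compound at 37 °C preceded detection. Luciferase was quantified via ONE-Glo luminescence; loss of signal denotes inhibition.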
Eya2 phos inh – inhibitors of human Eya2 phosphatase activity; recombinant Eya2, OMFP fluorescence dephosphorylation (OMFP is methylfluorescein phosphate); Potency, µM (top dose mostly 76.9 µM), for inactives: at the highest dose activity, negative = inhibition, actives largely listed as inhibitors; actives 0.006% (n = 330,000); AID 488837; further: potency means the concentration at half of the fitted maximal effect; on the % scale 0 is the no-effect control and ±100 the full control effect
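Eya2 protein (added as 0.2 uM solution) was preincubated with compound for 10 min at ambient temperature in 50 mM HEPES pH 7.5, 50 mM NaCl, 5 uM MgCl2, 0.05% BSA, 1 mM DTT. OMFP (added at 50 uM) then reacted 10 min; fluorescence read at 485/525 nm.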
USP2a inh – USP2a (human) protease inhibition. O75604. USP2 core, Ub-CHOP2 coupled fluorogenic reporter, 485/531. Potency, µM (titrated, usually from 38.3 µM), for the others: at the highest dose activity change, negative = inhibition, actives largely listed as inhibitors. actives 0.01% (n = 330,000);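 further: potency means the concentration at half of the fitted maximal effect; plate controls were DMSO wells for no effect and full inhibition by NEM control for full effect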
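Cell-free coupled assay: 10nM USP2 core preincubated 30min RT with compound in Tris-HCl pH 8.0/CaCl2/CHAPS buffer, then 25nM Ub-CHOP2 and 25nM reporter substrate; fluorescence (Ex 485/Em 531) read after 60min RT, normalized to NEM inhibition, concentration-response curves fitted.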
Tb PFK block – T. brucei PFK enzyme inhibition; O15648; T. brucei PFK, ADP-Glo luminescence; Potency, µM (top dose mostly 57.5 µM), inactives show at the top dose activity, negative = inhibition, usual class: inhibitors; actives 0.17% (n = 330,000); AID 485367;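 further: potency means the concentration at half of the fitted maximal effect; 0% = uninhibited 1x PFK enzyme wells and -100% = no-enzyme wells; nearly all actives have a fitted effect of over 60% in size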
Target sequence (O15648 whole entry, looked up): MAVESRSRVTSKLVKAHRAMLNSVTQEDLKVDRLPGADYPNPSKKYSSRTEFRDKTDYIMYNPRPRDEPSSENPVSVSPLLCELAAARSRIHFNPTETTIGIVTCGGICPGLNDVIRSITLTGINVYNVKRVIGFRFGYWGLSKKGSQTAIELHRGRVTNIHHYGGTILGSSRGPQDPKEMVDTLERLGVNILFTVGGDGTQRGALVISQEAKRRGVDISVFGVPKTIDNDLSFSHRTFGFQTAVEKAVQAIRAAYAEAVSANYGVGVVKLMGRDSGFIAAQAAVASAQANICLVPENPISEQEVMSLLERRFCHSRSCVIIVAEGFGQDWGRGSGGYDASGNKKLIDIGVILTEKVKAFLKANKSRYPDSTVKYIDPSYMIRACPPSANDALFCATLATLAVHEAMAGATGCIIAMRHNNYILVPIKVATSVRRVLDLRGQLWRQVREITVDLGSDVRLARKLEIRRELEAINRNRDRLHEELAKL
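1.25 nM PFK with 0.5 mM F6P and 0.1 mM ATP in 0.1 M TEA pH 8.0, 5 mM MgCl2, incubated 45 min at room temperature; ADP measured by ADP-Glo luminescence; compounds titrated up to 57 uM.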
The depositor's hits bear a star; ? = inconclusive; . = no result given; [ ] = dose if it differs, or a comment. Unless noted, the call rests on the fitted dose curve; in most records, active means well fitted curve in the direction sought with a large enough effect; inconclusive means small, poorly fitted or top-dose-only effect, or another doubt; inactive means no such curve, though single readings can be large; an effect the other way counts as inactive or inconclusive. The list is partial; rates above refer to the full screens.

SMILES | TSHR antagonist | uPA surface inh | Mito fusion yeast | TSG101-PTAP inh | TCR act | Chronic BCR inh | B2AR arrestin | ELG1 repair inh | Eya2 phos inh | USP2a inh | Tb PFK block
O=[N+]([O-])/C(C(Cl)=C(Cl)Cl)=C(\Sc1ccccc1)N1CCCCC1 | 3 | ? | -4% | -6% | 1% | 8% | -0.3% | 4% | 7% | ? | 3%
COc1ccc(OC)c(N2C(=O)/C(=C/c3ccco3)C(=O)NC2=S)c1 | -1 | 5% | -7% | -9% | 12% | 3% | -0.2% | -9% | -23% | ? | ?
CN1C(=O)C(=Cc2cn(CC#N)c3ccccc23)C(=O)N(C)C1=O | -3 | 0% | 2% | 2% | 4% | 2% | 0.5% | 0% | -16% | 3% | 7%
CCOc1ccc(C(=O)Nc2nnc(S(=O)(=O)N(C)Cc3ccco3)s2)cc1 | 0 | -9% | -9% | -4% | 11% | 7% | 0.0% | ? | -19% | 0% | -8%
C[C@]12CC(=CO)C(=O)C[C@@H]1CC[C@@H]1[C@@H]2CC[C@@]2(C)[C@H]1CC[C@]2(C)O | -31 | . | -7% | . | . | ? | -0.3% | . | -5% | 3% | 3%
CC(=O)c1cc(C#N)c(N2CCN(C)CC2)nc1C | 5 | 3% | -7% | 1% | 4% | 0% | -0.1% | -2% | 3% | 0% | 1%
O=C1NC(=O)N(c2ccc(Br)cc2)C(=O)/C1=C/c1ccsc1 | 4 | -2% | -1% | -4% | 3% | ? | -0.3% | ? | 4% | 1% | -2%
O=C(N/N=C/c1c(O)n(Cc2ccc(F)cc2)c(=O)[nH]c1=O)c1ccccc1O | 1 | 1% | 26% | -1% | -5%[46.1 µM] | ? | -0.6% | -1% | -4% | 0% | 4%
O=C(Nc1c(F)cc(F)cc1F)c1cccn(Cc2ccccc2)c1=O | 0 | -7% | -10% | -4% | -4% | -4% | 0.3% | ? | 7% | 2% | -4%
O=C(O)C1CC(c2ccccc2)=Nc2ccccc2S1 (stereo unspecified) | 23 | -3% | 11% | 1% | 0% | ? | 3.6% | ? | -2% | -1% | 0%
CCOC(=O)c1cc(C)sc1/N=C/C1C(=O)NC(=S)NC1=O | -2 | -3% | -4% | 8% | 3% | 4% | -0.1% | 9% | 2% | 7% | -10%
O=C(c1ccc2c(c1)OCO2)C1CCCN(Cc2c(F)cccc2Cl)C1 (stereo unspecified) | 7 | 12% | 3% | 0% | -13% | 12% | -0.7% | 7% | -4% | -9% | -15%
CCc1nnc(NS(=O)(=O)c2ccc(N=Cc3c(O)n(-c4ccc(Cl)cc4)c(=O)[nH]c3=O)cc2)s1 | 22 | 6% | 2% | -5% | 1% | 9% | 0.1% | 2% | 18% | -2% | 0%
CCN1C(=O)NC(=O)/C(=C\c2ccc(N3CCOCC3)cc2OC)C1=O | 9 | . | -2% | . | . | 3% | -0.3% | 22% | 4% | 1% | 9%
COC(=NC1CCCC1)C(O)c1c[nH]c2ccccc12 (stereo unspecified) | 7 | 1% | 0% | -1% | -6%[46.1 µM] | -10% | 0.2% | 7% | 5% | 1% | 1%
CCN(CC)CCCC(C)N=C(c1ccccc1)c1c(O)n(C)c(=O)n(C)c1=O (stereo unspecified) | 11 | 0% | 2% | -2% | -1% | -1% | -0.6% | 18% | -2% | 3% | 0%
COc1ccc(CC2C(=O)N(c3ccccc3)C(=O)N(c3ccccc3)C2=O)c(OC)c1 | -6 | -2% | -2% | -3% | -1% | ? | -0.3% | ? | 25% | 1% | -3%
COC(=O)C1CN(C#N)N(c2ccc(Cl)cc2)C12c1ccccc1-c1ccccc12 (stereo unspecified) | -47 | -12% | 7% | -3% | -2%[46.1 µM] | ? | -1.1% | 5.8µM* | 1% | -11% | -1%
CN1C(=O)C(O)N=C(c2ccccc2)c2ccccc21 (stereo unspecified) | 7 | -1% | -5% | -1% | 0% | ? | -0.7% | ? | 2% | 2% | 1%
COc1ccn(C)c(=O)c1C#N | 2 | 3% | -1% | 0% | -4% | 7% | 0.2% | 0% | 1% | -1% | -1%
COC(=O)C1=C(c2ccc(C(C)=O)cc2)C[C@@H]2CC[C@H]1N2C(=O)NC1CCCCC1 | 20 | 8% | 1% | . | -9% | 8% | 0.1% | 2% | 8% | 0% | -1%
CN1CC(C(=O)c2ccc(F)cc2)C(c2ccc(F)cc2)C1 (stereo unspecified) | -1 | 11% | -13% | -9% | 0% | 1% | -1.1% | 17% | ? | 0% | -2%
COc1cc(C(=O)Nc2ccc(N(C)C)cc2)cc(OC)c1OC | -8 | -28% | -1% | -13% | . | ? | -0.7% | ? | -4% | 2% | -3%
COc1ccc(CNCCc2c[nH]c3ccccc23)c(OC)c1OC | 3 | -4% | -11% | -4% | 1% | -1% | -0.1% | -17% | -20% | -2% | 1%
COC(=O)C1=C(c2c(C)noc2C)C[C@@H]2CC[C@H]1N2C(=O)NCCNC(C)=O | -3 | 0% | -6% | -1% | -5% | -6% | -1.6% | 26% | -21% | -1% | ?
O=c1c2ccccc2nc(-c2ccc([N+](=O)[O-])cc2)n1-c1ccccc1 | -5 | 0% | -1% | -4% | 4%[46.1 µM] | 7% | 0.1% | -3% | -7% | -2% | -15%
O=P(Nc1ccccc1Cl)(c1ccccc1)c1nc2c(s1)CCCC2 (stereo unspecified) | 11 | 0% | 1% | -13% | -1% | 3% | -0.1% | 20% | 11% | 0% | -1%
Cc1nn(Cc2ccccc2Cl)c(Cl)c1C(=O)OCC(=O)NC(=O)NC1CCCCC1 | -12 | 0% | ? | -4% | -4%[46.1 µM] | 1% | -0.9% | -1% | -5% | -8% | 2%
Cc1[nH]c2ccccc2c1C(=O)C(=O)N1CCC2(CC1)OCCO2 | -9 | 1% | -2% | -2% | -3% | 6% | 0.0% | 12% | 0% | 1% | -1%
CCN1C(=O)NC(=O)/C(=C\c2cn(CC(=O)N3CCCCC3)c3ccccc23)C1=O | 10 | 10% | -6% | ? | -1% | 2% | -0.3% | 3% | 10% | ? | 11%
CC(C(N)=O)N1CC(c2ccc(Cl)cc2)CC1=O (stereo unspecified) | 2 | -3% | -1% | -5% | -8% | -8% | -0.3% | 0% | -6% | 4% | -5%
Cc1ccccc1-n1c(-c2ccco2)nc2ccccc2c1=O | -5 | 11% | 10% | 4% | 0%[46.1 µM] | 10% | -0.2% | ? | 4% | 3% | 0%
CC(=O)c1ccc(OCC(=O)N2CCCC(N(C)Cc3ccccc3)C2)cc1 (stereo unspecified) | 4 | 13% | 1% | -3% | 8% | 0% | -0.4% | 0% | -9% | 2% | 2%
C[N+]1([O-])[C@@H]2CC(OC(=O)[C@H](CO)c3ccccc3)C[C@H]1[C@@H]1O[C@@H]12 (stereo partly specified) | 1 | 11% | 4% | -4% | -5% | -2% | 0.0% | 0% | -27% | 3% | -1%
CN(C)C1(CNC(=O)Nc2ccc(Cl)c(Cl)c2)CCCCC1 | 0 | 4% | -1% | -5% | 2% | ? | -0.4% | 14% | -3% | ? | -6%

3 compounds from above, arranged by SMILES length, highest first:
SMILES | TSHR antagonist | uPA surface inh | Mito fusion yeast | TSG101-PTAP inh | TCR act | Chronic BCR inh | B2AR arrestin | ELG1 repair inh | Eya2 phos inh | USP2a inh | Tb PFK block
CCN1C(=O)NC(=O)/C(=C\c2cn(CC(=O)N3CCCCC3)c3ccccc23)C1=O | 10 | 10% | -6% | ? | -1% | 2% | -0.3% | 3% | 10% | ? | 11%
CN(C)C1(CNC(=O)Nc2ccc(Cl)c(Cl)c2)CCCCC1 | 0 | 4% | -1% | -5% | 2% | ? | -0.4% | 14% | -3% | ? | -6%
CC(C(N)=O)N1CC(c2ccc(Cl)cc2)CC1=O (stereo unspecified) | 2 | -3% | -1% | -5% | -8% | -8% | -0.3% | 0% | -6% | 4% | -5%
